BAZ2B block = qHTS Assay for Inhibitors of BAZ2B; AlphaScreen BAZ2B-H3K14Ac peptide displacement; Potency, µM (top dose mostly 114 µM), for the others: top-dose activity change, negative = inhibition, actives largely listed as inhibitors; 360,000 compounds, 4.4% hits; also: % is scaled to controls: 0 for no effect and ±100 for the full control effect; nearly all actives have a fitted effect of over 60% in size
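Complex of BAZ2B and biotin-H3K14Ac (50 nM apiece) forms over 30 min at RT, then faces library compounds up to 110 uM for another 30 min; AlphaScreen beads added, 20 min dark incubation, luminescence read.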
GLS inhibitor = qHTS for Inhibitors of Glutaminase (GLS); Potency, µM (series often up to 45.5 µM), for inactives: top-dose activity change, negative = inhibition, actives largely listed as inhibitors; AID 624170, 2012; 410,000 compounds, 0.21% hits; Glutaminase kidney isoform, mitochondrial (Homo sapiens), O94925; GLS enzymatic activity, qHTS titration; also: % is scaled to controls: 0 for no effect and ±100 for the full control effect
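Two-point fluorescence kinetic (t0, 30 min RT) for hKGA; glutamate detected via glutamate oxidase–HRP–Amplex Red. Substrate: 1 mM L-glutamine solution; buffer 45 mM KH2PO4, pH 8.2.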
BLM helicase inh = qHTS Assay for Inhibitors of Bloom's syndrome helicase (BLM); recombinant BLM DNA unwinding, fluorescence dequenching; 350,000 compounds, 0.2% hits; RecQ-like DNA helicase BLM (Homo sapiens), P54132; AID 2528, 2010; Potency, µM (top dose mostly 56.1 µM), inactives show top-dose activity change, negative = inhibition, usual class: inhibitors;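 also: plate controls were vehicle for no effect and no enzyme for full effect; nearly all actives have a fitted effect of over 35% in size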
Tb PGK inh = qHTS Assay to Find Inhibitors of Phosphoglycerate Kinase | Phosphoglycerate kinase, glycosomal (Trypanosoma brucei brucei), P07378 | PGK/GAPDH coupled, Kinase-Glo luminescence, 60 min | Potency, µM (titrated, usually from 57.5 µM), without a hit: at the top dose activity change, negative = inhibition, hits mostly inhibitors | 380,000 compounds, 0.043% hits | AID 602233, 2012; also: % is scaled to controls: 0 for no effect and ±100 for the full control effect; nearly all actives have a fitted effect of over 60% in size
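Recombinant glycosomal PGK reaction used 1,3-bisphosphoglycerate generated in-well by GAPDH (100nM final) in 100mM TEA pH 7.6, 5mM MgCl2, 0.01% Tween-20. After 60 minutes at room temperature, ATP was read by Kinase-Glo Plus luminescence end-point.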
G9a block = qHTS Assay for Inhibitors of Histone Lysine Methyltransferase G9a | 350,000 compounds, 8.8% hits | G9a H3K9 monomethylation, AlphaScreen, 2 h | Potency, µM (doses to about 102 µM), inactives show at the highest dose activity, negative = inhibition, actives largely listed as inhibitors | Histone-lysine N-methyltransferase EHMT2 (Homo sapiens), Q96KQ7; also: % is scaled to controls: 0 for no effect and ±100 for the full control effect; nearly all actives have a fitted effect of over 75% in size
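G9a (20 nM) was preincubated 15 min with compound, then reacted 2 h at room temperature with 500 nM biotin-H3K9 peptide and 20 µM SAM. Monomethyl-H3K9 detected by AlphaScreen using anti-H3K9me1 antibody.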
Pin1 inh = qHTS Assay to Find Inhibitors of Pin1; Peptidyl-prolyl cis-trans isomerase NIMA-interacting 1 (Homo sapiens), Q13526; Pin1 FP peptide displacement, HiFluor488, 10 min; Potency, µM (doses to about 115 µM), without a hit: at the top dose activity, negative = inhibition, hits mostly inhibitors; 390,000 compounds, 0.009% hits; AID 504891, 2011; active = well fitted inhibition curve with a large enough effect in the polarisation, with a control signal flat, not every such curve was filed as active; inconclusive = small, poorly fitted or top-dose-only effect, or effect the other way, or a change in a side signal; inactive = no such curve, though single readings can be large or run the other way; the % refers to the polarisation; also: % is scaled to controls: 0 for no effect and ±100 for the full control effect
HP1b binding inh = HTS for Inhibitors of HP1-beta Chromodomain Interactions with Methylated Histone Tails. AlphaScreen HP1-beta / biotin-H3K9me3 peptide binding. 390,000 compounds, 0.56% hits. AID 540317, 2011. Chromobox protein homolog 1 (Homo sapiens), P83916. Potency, µM (titrated, usually from 114 µM), for inactives: at the highest dose activity change, negative = inhibition, usual class: inhibitors; also: nearly all actives have a fitted effect of over 70% in size; inactives centre near 23
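Compound inhibition of the preformed complex between 50 nM HP1-beta and 50 nM biotinylated H3K9me3 peptide was read by AlphaScreen. Buffer was PBS pH 7.4 with 0.01% Tween-20. Incubations ran 30 min at room temperature, with 10 ug/mL donor/acceptor beads.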
POLI inh = qHTS for Inhibitors of Polymerase Iota. 390,000 compounds, 1% hits. Pol iota fluorescent replication assay, 10 min. AID 588590, 2011. Potency, µM (doses to about 115 µM), for inactives: top-dose activity, negative = inhibition, most hits filed as inhibitors. DNA polymerase iota (Homo sapiens), Q9UNA4
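Fluorescent replication assay read twice, at 0 min and 10 min after adding 50 nM (final) substrate. Enzyme (10 nM) and compounds were first incubated 15 min at room temperature; enzyme-free buffer wells were negative controls.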
JMJD2A Tudor inh = qHTS Assay for Inhibitors of JMJD2A-Tudor Domain | 390,000 compounds, 4.4% hits | Lysine-specific demethylase 4A (Homo sapiens), O75164 | AID 504339, 2011 | Potency, µM (titrated, usually from 114 µM), inactives show top-dose activity change, negative = inhibition, hits mostly inhibitors | AlphaScreen JMJD2A-Tudor / H3K4me3 peptide binding; also: % is scaled to controls: 0 for no effect and ±100 for the full control effect; nearly all actives have a fitted effect of over 50% in size
Target sequence (O75164 whole entry, looked up, the tested form may be a part): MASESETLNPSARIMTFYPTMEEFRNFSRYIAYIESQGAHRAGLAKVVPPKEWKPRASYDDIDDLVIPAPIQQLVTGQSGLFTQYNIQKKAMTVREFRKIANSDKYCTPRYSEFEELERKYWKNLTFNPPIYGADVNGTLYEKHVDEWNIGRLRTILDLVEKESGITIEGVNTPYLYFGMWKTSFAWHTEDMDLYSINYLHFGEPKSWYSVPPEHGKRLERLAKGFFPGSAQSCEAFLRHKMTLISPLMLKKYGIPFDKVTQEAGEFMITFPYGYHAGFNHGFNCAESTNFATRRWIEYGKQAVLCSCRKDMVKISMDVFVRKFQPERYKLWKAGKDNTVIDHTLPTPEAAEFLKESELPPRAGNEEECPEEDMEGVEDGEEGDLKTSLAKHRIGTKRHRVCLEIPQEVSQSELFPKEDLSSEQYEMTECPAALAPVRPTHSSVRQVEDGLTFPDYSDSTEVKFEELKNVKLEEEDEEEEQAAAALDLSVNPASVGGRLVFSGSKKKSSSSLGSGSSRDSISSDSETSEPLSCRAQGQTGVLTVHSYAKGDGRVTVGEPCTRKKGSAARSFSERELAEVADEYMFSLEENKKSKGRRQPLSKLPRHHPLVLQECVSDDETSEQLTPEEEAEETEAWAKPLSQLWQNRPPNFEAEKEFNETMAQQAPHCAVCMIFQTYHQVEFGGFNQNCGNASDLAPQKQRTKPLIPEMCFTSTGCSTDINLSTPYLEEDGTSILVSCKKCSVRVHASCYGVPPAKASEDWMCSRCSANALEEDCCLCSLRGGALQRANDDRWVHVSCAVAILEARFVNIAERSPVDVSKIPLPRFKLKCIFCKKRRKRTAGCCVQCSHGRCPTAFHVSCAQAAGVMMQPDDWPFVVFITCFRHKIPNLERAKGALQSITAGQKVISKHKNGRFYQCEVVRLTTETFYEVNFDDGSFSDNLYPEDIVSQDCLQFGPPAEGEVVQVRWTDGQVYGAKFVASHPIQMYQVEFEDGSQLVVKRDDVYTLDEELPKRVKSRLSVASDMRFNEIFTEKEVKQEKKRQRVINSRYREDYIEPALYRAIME
* marks the source's active call; other numbers are inactive results; i = inactive; ? = inconclusive; nt = no result given; [ ] = another dose, or the depositor's remark. Unless noted, calls follow the shape of the dose curve; as a rule, active = well fitted curve in the direction sought with a large enough effect; inconclusive = small, poorly fitted or top-dose-only effect, or another doubt; inactive = no such curve, though single readings can be large; an effect the other way counts as inactive or inconclusive. Potency is read from the fitted curve at half-maximal effect.

SMILES	BAZ2B block	GLS inhibitor	BLM helicase inh	Tb PGK inh	G9a block	Pin1 inh	HP1b binding inh	POLI inh	JMJD2A Tudor inh
Cc1cc(C(=O)Nc2ccc(S(=O)(=O)Nc3nccs3)cc2)c(C)o1	?	1%	-1%	-10%	-9%[12.7 µM]	7%	-6%	13%	?
O=C(Nc1ccc(Cl)cn1)c1cc2ccccc2o1	10%	3%	1%	-2%	-3%[12.7 µM]	4%	52%	-5%	-9%
CC(=S)/C=C1\Sc2ccccc2N1C	50µM*	15%	3%	-6%[11.5 µM]	?	7%	?	?	?
Cc1c(C(=O)Nc2ccc(F)cc2F)oc2ccc3c(c12)C(=O)CC(C)(C)O3	?	-15%	-5%	3%	-33%[59 µM]	10%	18%	22%	-15%
COc1cccc(N2CCN(C(=O)Nc3ccccc3Cl)CC2)c1	-21%	0%	1%	-6%	5%	-1%	20%	-13%	-17%
COc1ccc(NS(=O)(=O)c2ccc3oc(=S)[nH]c3c2)cc1	-21%	69%[activator]	-3%	-2%	35µM*	-8%	38%	2%	4%[11.4 µM]
COC(=O)c1ccc2c(c1C(=O)OC)CN(S(=O)(=O)C(C)(C)C)[C@@H]2CCO	nt	-8%	nt	i	nt	3%	48%[activator]	9%	-2%
COc1cc(-c2cn[nH]c2N)cc(OC)c1OC	-18%	15%	-3%	5%	20%	-3%	32%	32%	?
Clc1ccccc1/C=C/c1nc(-c2cccnc2)no1	14%	1%	-2%	-6%	nt	-1%	40%[activator]	13%	9%
CC(=O)NC(Cc1c[nH]c2ccccc12)C(=O)OCC(=O)Nc1cc(C)on1 (stereo not given)	7%	-2%	4%	i	-2%[59 µM]	-10%	23%	11%	-3%[57.1 µM]
O=C(Cn1ncc2c3ccccc3n(Cc3cccc(Cl)c3)c2c1=O)NCc1ccccn1	-36%	-2%	-11%	-10%	6%	-9%	52%[activator]	13%	19%
CCOc1ccccc1OCCCC(=O)N1CCN(S(=O)(=O)c2cc(F)ccc2F)CC1	nt	-3%	nt	4%	nt	0%	16%	25%	-14%
Nc1ccc(Nc2nc(-c3ccncc3)cs2)cc1	?	46%[activator]	2%	-9%	40µM*	2%	-31%	32%	56µM*
COc1ccc(-n2nc3c(c2NC(=O)Cc2cccc(C)c2)CS(=O)C3)cc1 (stereo not given)	5%	-4%	-7%	-7%	-4%	-1%	35%	11%	-12%
C=C(C)COc1ccc(-c2nc(N)ncc2-c2ccc(Br)cc2)c(O)c1	-28%	4%	-13%	1%	-20%	0%	7%	-8%	?

Arranged by the number under Tb PGK inh (largest number first): three from the list above.
Structure	Tb PGK inh
Cc1c(C(=O)Nc2ccc(F)cc2F)oc2ccc3c(c12)C(=O)CC(C)(C)O3	3%
COc1cccc(N2CCN(C(=O)Nc3ccccc3Cl)CC2)c1	-6%
O=C(Cn1ncc2c3ccccc3n(Cc3cccc(Cl)c3)c2c1=O)NCc1ccccn1	-10%

14 entries from above, reformatted.
The line under a structure holds: BAZ2B block, GLS inhibitor, BLM helicase inh, Tb PGK inh, G9a block, Pin1 inh, HP1b binding inh, POLI inh, JMJD2A Tudor inh
O=C(Nc1ccc(Cl)cn1)c1cc2ccccc2o1
→ 10%, 3%, 1%, -2%, -3%[12.7 µM], 4%, 52%, -5%, -9%
CC(=S)/C=C1\Sc2ccccc2N1C
→ 50µM*, 15%, 3%, -6%[11.5 µM], ?, 7%, ?, ?, ?
Cc1c(C(=O)Nc2ccc(F)cc2F)oc2ccc3c(c12)C(=O)CC(C)(C)O3
→ ?, -15%, -5%, 3%, -33%[59 µM], 10%, 18%, 22%, -15%
COc1cccc(N2CCN(C(=O)Nc3ccccc3Cl)CC2)c1
→ -21%, 0%, 1%, -6%, 5%, -1%, 20%, -13%, -17%
COc1ccc(NS(=O)(=O)c2ccc3oc(=S)[nH]c3c2)cc1
→ -21%, 69%[activator], -3%, -2%, 35µM*, -8%, 38%, 2%, 4%[11.4 µM]
COC(=O)c1ccc2c(c1C(=O)OC)CN(S(=O)(=O)C(C)(C)C)[C@@H]2CCO
→ nt, -8%, nt, i, nt, 3%, 48%[activator], 9%, -2%
COc1cc(-c2cn[nH]c2N)cc(OC)c1OC
→ -18%, 15%, -3%, 5%, 20%, -3%, 32%, 32%, ?
Clc1ccccc1/C=C/c1nc(-c2cccnc2)no1
→ 14%, 1%, -2%, -6%, nt, -1%, 40%[activator], 13%, 9%
CC(=O)NC(Cc1c[nH]c2ccccc12)C(=O)OCC(=O)Nc1cc(C)on1 (stereo not given)
→ 7%, -2%, 4%, i, -2%[59 µM], -10%, 23%, 11%, -3%[57.1 µM]
O=C(Cn1ncc2c3ccccc3n(Cc3cccc(Cl)c3)c2c1=O)NCc1ccccn1
→ -36%, -2%, -11%, -10%, 6%, -9%, 52%[activator], 13%, 19%
CCOc1ccccc1OCCCC(=O)N1CCN(S(=O)(=O)c2cc(F)ccc2F)CC1
→ nt, -3%, nt, 4%, nt, 0%, 16%, 25%, -14%
Nc1ccc(Nc2nc(-c3ccncc3)cs2)cc1
→ ?, 46%[activator], 2%, -9%, 40µM*, 2%, -31%, 32%, 56µM*
COc1ccc(-n2nc3c(c2NC(=O)Cc2cccc(C)c2)CS(=O)C3)cc1 (stereo not given)
→ 5%, -4%, -7%, -7%, -4%, -1%, 35%, 11%, -12%
C=C(C)COc1ccc(-c2nc(N)ncc2-c2ccc(Br)cc2)c(O)c1
→ -28%, 4%, -13%, 1%, -20%, 0%, 7%, -8%, ?

The list goes on.
SMILES	BAZ2B block	GLS inhibitor	BLM helicase inh	Tb PGK inh	G9a block	Pin1 inh	HP1b binding inh	POLI inh	JMJD2A Tudor inh
CCn1c(CSCc2c(Cl)cccc2Cl)n[nH]c1=S	-25%	0%	-7%	-4%	2.8µM*	4%	?	80%[activator]	-17%[11.4 µM]
CNc1oc(C)nc1S(=O)(=O)c1ccccc1	-4%	1%	-1%	-7%	?	-8%	?	1%	?
Cc1cc(OCC(O)CN2CCCC2)ccc1C(C)C (stereo not given)	9%	2%	4%	i	nt	0%	22%	-14%	-17%
Cc1ccc(S(=O)(=O)N(C)C)cc1NC(=O)C1CCCN(C(=O)c2ccc(Cl)cc2)C1 (stereo not given)	4%	16%	nt	6%	?	-1%	16%	22%	-10%
Cc1noc(/C=C/N(C)C)c1S(=O)(=O)N1CCC(C(=O)NC(C)(C)C)CC1	-3%	-10%	3%	-2%	28%	1%	26%	18%	-1%
CCCCCCCC1CC(CSC(=N)N)OC1=O (stereo not given)	10%	8%	-1%	-2%	9%[59 µM]	-2%	20%	7%	-18%
O=C(Nc1ccccc1C(F)(F)F)N1CCCC1c1cccnc1 (stereo not given)	-11%	0%	-2%	7%	2%	-17%	21%	56%[activator]	-1%
CC(=O)Nc1ccc(S(=O)(=O)NC2CCS(=O)(=O)C2)cc1Cl (stereo not given)	7%	-3%	-2%	1%	14%	5%	53%[activator]	169%[activator]	-7%
CCCCn1c(N)c(N(CC(C)C)C(=O)c2cc(-c3ccc(F)cc3)nc3ccccc23)c(=O)[nH]c1=O	-9%	0%	nt	-9%	?	?	-5%	57%[activator]	-14%
CCOc1ccccc1-n1c(SCC(=O)NC2CCCC2)nnc1-c1ccoc1C	-22%	5%	-3%	8%	?	8%	25%	16%	-12%
COCC1CCN(C(=O)C2CCC(=O)N(CCc3ccc(Cl)cc3)C2)CC1 (stereo not given)	-2%[57.1 µM]	-6%	-1%	1%	6%	-5%	64%[activator]	-23%	-10%

High-throughput results as filed in PubChem.

The list is partial (hit frequency here may not be typical).
